Screens (PubChem)
pAkt inh – Akt phosphorylation inhibition; Neuro2A IGF-stimulated pAkt S473 HTRF, 20 min; stronger effect = lower value; activity change, % for hits at 50 µM; actives 0.32% (n = 360,000); AID 651550; in the data active = activity change below about -80%; inconclusive = mostly about -51% to -80%; also: % is scaled to controls: 0 for no effect and ±100 for the full control effect
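Single-point screen (50 µM final compound) in Neuro2A cells stimulated 20 min with 6 nM IGF at 37 deg C. After lysis, Ser473-phosphorylated Akt read by HTRF (ex 330 nm, em 615/665 nm) as the 665/615 ratio.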
aSyn rescue – inhibitors of alpha-synuclein toxicity in yeast; Yeast expressing alpha-synuclein, growth rescue, BacTiter-Glo, 24 h; Potency, µM (series often up to 46.1 µM), inactives show at the top dose growth rescue (activation), hits mostly activators; actives 0.14% (n = 370,000); AID 652106; also: potency is read from the fitted curve at half-maximal effect; % of control where 0% means no effect; nearly all actives have a fitted effect of over 65% in size
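Readout is rescue of growth in alpha-synuclein-expressing yeast, so inhibitors of toxicity appear as activators. Growth after 24 hr at 30 deg C in galactose medium is quantified by luminescence.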
Abeta rescue – A-beta toxicity reversal in yeast; AID 1347071; Potency, µM (top dose mostly 46.1 µM), inactives show at the highest dose growth rescue, most hits filed as activators; actives 0.063% (n = 410,000); yeast expressing A-beta42, growth rescue, OD600, 48 h; response scale: 0% DMSO, 100% iron-clioquinol control; also: potency is read from the fitted curve at half-maximal effect; nearly all actives have a fitted effect of over 55% in size
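Growth rescue measured by 600 nm absorbance after 48 h yeast culture at 30 C with compound. Values normalized between DMSO and an equimolar ferric chloride plus clioquinol control.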
D3 antag – antagonists of human D3 dopamine receptor. P35462. D3R cells, DiscoveRx beta-arrestin luminescence, antagonist mode; stronger effect = lower value. max response, negative = inhibition, %. actives 2.5% (n = 360,000). AID 652054; in the data active = max response below about -50%; inconclusive = no clear call, values can overlap the other calls; also: % is scaled to controls: 0 for no effect and ±100 for the full control effect; mostly tested at two doses, the higher about 12 µM
Target sequence (P35462 whole entry, looked up): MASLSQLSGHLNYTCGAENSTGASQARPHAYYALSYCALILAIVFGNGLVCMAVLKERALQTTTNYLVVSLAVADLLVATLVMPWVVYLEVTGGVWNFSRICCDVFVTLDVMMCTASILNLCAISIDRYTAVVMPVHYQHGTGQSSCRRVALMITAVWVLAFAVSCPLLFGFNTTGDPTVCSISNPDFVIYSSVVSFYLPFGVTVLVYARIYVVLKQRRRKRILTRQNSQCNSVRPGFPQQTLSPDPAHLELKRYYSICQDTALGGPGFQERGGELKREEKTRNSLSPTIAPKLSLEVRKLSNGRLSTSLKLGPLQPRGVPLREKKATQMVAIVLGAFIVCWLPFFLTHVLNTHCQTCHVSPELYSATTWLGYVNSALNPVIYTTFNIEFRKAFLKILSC
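Cells plated overnight at 1500 cells/well, then exposed to library compounds with dopamine controls for 90 minutes at 37 degrees C. DiscoveRx reagent added for 30–60 minutes at room temperature; luminescence read, quantitative HTS format.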
TDP43 rescue – TDP-43 toxicity inhibition in yeast. TDP-43 expressing yeast growth rescue, BacTiter-Glo, 24 h. Potency, µM (doses to about 46.1 µM), for inactives: at the top dose growth rescue (activation), usual class: activators. actives 1.8% (n = 410,000). AID 652104; also: potency is read from the fitted curve at half-maximal effect; % of control where 0% means no effect; nearly all actives have a fitted effect of over 50% in size
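Readout is BacTiter-Glo luminescence of cell growth, so inhibitors register as activators. TDP-43-expressing yeast at OD600=0.02 in galactose medium, after raffinose pregrowth to mid-log, were incubated with compound for 24 hr at 30 deg C.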
FUS suppressor – suppressors of FUS proteinopathy in yeast | S. cerevisiae FUS-expressing, growth rescue, OD600, 24 h | Potency, µM (highest dose often 76.6 µM), for the others: at the top dose growth rescue (activation), actives largely listed as activators | actives 0.24% (n = 390,000) | AID 1347120;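 also: potency is read from the fitted curve at half-maximal effect; plate controls were DMSO vehicle for no effect and reference control for full effect; nearly all actives have a fitted effect of over 55% in size; some results filed as inactive show a strong effect at the top dose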
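FUS-expressing yeast, raffinose-pregrown, induced in 2% galactose minimal medium at OD 0.005; compounds in a dilution series, 24hr at 30C. Growth restoration read as absorbance at 600 nm. CP55940 positive control, DMSO negative.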
GLP-1R agonist – agonists of human GLP-1 receptor | Potency, µM (top dose mostly 45.6 µM), for the others: top-dose activation, actives largely listed as activators | HEK293 GLP-1R CRE-luciferase, luminescence, 4-6 h; cells express a hypersensitive GLP-1R form | P43220 | actives 0.007% (n = 380,000) | AID 624172; also: potency is read from the fitted curve at half-maximal effect; % of control where 0% means no effect
Target sequence (P43220 whole entry, looked up): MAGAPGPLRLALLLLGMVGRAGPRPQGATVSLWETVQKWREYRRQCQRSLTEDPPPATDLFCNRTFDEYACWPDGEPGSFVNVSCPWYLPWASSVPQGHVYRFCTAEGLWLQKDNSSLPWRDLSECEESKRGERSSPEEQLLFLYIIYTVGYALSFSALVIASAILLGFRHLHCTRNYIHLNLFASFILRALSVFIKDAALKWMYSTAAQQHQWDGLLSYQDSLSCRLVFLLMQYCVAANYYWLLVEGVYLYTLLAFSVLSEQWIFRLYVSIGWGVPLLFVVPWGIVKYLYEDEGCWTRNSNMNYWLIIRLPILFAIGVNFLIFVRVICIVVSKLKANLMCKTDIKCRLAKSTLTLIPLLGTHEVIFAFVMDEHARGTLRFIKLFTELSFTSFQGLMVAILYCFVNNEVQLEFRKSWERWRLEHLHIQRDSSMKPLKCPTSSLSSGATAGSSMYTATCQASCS
PTHR1 agonist – activates the human parathyroid hormone receptor PTHR1. actives 0.075% (n = 410,000). AID 743266. HEK293 GP2 PTHR1 cells, GloSensor cAMP luminescence, 1 h. Potency, µM (doses to about 115 µM), for inactives: top-dose activation, usual class: activators; also: potency is read from the fitted curve at half-maximal effect; nearly all actives have a fitted effect of over 55% in size; some results filed as inactive show a strong effect at the top dose; inactives centre near -15; many of its hits are not listed in these tables
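HEK-293-derived GP2 cells expressing PTHR1 and a GloSensor cAMP reporter, 3,000/well, plated overnight, given luciferin plus IBMX (each 0.5 mM as added) for 1 h at 37 °C, then compound for 1 h at 37 °C. Luminescence was read after 15 min at room temperature.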
GLP1R inv ag – acts as inverse agonist at human GLP-1 receptor. P43220. HEK293 GLP-1R CRE-luciferase, luminescence, 24 h; GLP-1R form is constitutively active. Potency, µM (doses to about 38.3 µM), for inactives: top-dose activity change, negative = inhibition, most hits filed as inhibitors. actives 1.6% (n = 410,000); also: potency is read from the fitted curve at half-maximal effect; % is scaled to controls: 0 for no effect and ±100 for the full control effect; nearly all actives have a fitted effect of over 55% in size
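Stable HEK293 clone (constitutively active GLP-1R + cAMP-response luciferase); 200 cells/uL plated, 12 h pre-culture, compound 24 hr, 37 deg C/5% CO2; detection reagent 12 min RT; luminescence.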
* = called active by the depositor; [ ] = remark or other dose. Unless noted, calls follow the shape of the dose curve; as a rule, active = well fitted curve in the direction sought with a large enough effect; inconclusive = small, poorly fitted or top-dose-only effect, or another doubt; inactive = no such curve, though single readings can be large; an effect the other way counts as inactive or inconclusive. Some of the compounds tested; rates above refer to the full screens.

How did CCN(Cc1ccccc1)Cc1ccc(OCc2ccccc2)cc1 do in these assays?
pAkt inh: inactive; aSyn rescue: 0%; Abeta rescue: -1%; D3 antag: -84*; TDP43 rescue: -5%; FUS suppressor: -6%; GLP-1R agonist: -2%; PTHR1 agonist: -11%; GLP1R inv ag: inconclusive

Results for O=C(Nc1cccc(O)c1)c1ccc(S(=O)(=O)N2CCCCCC2)cc1 ?
pAkt inh: inactive; aSyn rescue: -9%; Abeta rescue: 1%; D3 antag: -13; TDP43 rescue: 0%; FUS suppressor: -9%; GLP-1R agonist: 1%; PTHR1 agonist: inactive; GLP1R inv ag: inconclusive

What do the screens show for `O=C(NC1CCCCCC1)C1CCC(=O)N(Cc2ccccc2F)C1` (stereo unspecified)?
pAkt inh: inactive; aSyn rescue: 1%; Abeta rescue: 12%; D3 antag: -2; TDP43 rescue: -13%; FUS suppressor: 7%; GLP-1R agonist: 1%; PTHR1 agonist: -3%; GLP1R inv ag: -17%

What do the screens show for `CCC(=O)c1ccc(OCC(=O)OCC(=O)Nc2ccc(C)c(S(=O)(=O)N3CCCCC3)c2)cc1`?
pAkt inh: inactive; aSyn rescue: 4%; Abeta rescue: -5%; D3 antag: 11; TDP43 rescue: 21%; FUS suppressor: 40%; GLP-1R agonist: -1%; PTHR1 agonist: inactive; GLP1R inv ag: -8%

What do the screens show for `O=C1CCCc2cc3c(cc21)CC1(C3)Cc2cc3c(cc2C1)C(=O)CCC3`?
pAkt inh: inactive; aSyn rescue: 14%; Abeta rescue: -2%; D3 antag: 56; TDP43 rescue: inconclusive; FUS suppressor: 5%; GLP-1R agonist: 0%; PTHR1 agonist: -47%[inhibitor]; GLP1R inv ag: inconclusive

Results for COc1cc(OC)cc(C(=O)N2CCCc3ccccc32)c1 ?
pAkt inh: inactive; aSyn rescue: 10%; Abeta rescue: -10%; D3 antag: 7; TDP43 rescue: 4%; FUS suppressor: 16%; GLP-1R agonist: 2%; PTHR1 agonist: -7%[57.5 µM]; GLP1R inv ag: -16%

What do the screens show for `CC1(C)CC(=O)C2=C(C1)OC(N)=C(C#N)C2c1cn(-c2ccccc2)nc1-c1ccccc1` (stereo unspecified)?
pAkt inh: inactive; aSyn rescue: 4%; Abeta rescue: 7%; D3 antag: -7; TDP43 rescue: 5%; FUS suppressor: 37%; GLP-1R agonist: 2%; PTHR1 agonist: -4%; GLP1R inv ag: inconclusive

Results for CCCCN(CC)C(=O)Cc1cn(C)c2ccccc12 ?
pAkt inh: inactive; aSyn rescue: -12%; Abeta rescue: 24%; D3 antag: -10; TDP43 rescue: 18%; FUS suppressor: 7%; GLP-1R agonist: -3%; PTHR1 agonist: inactive; GLP1R inv ag: inconclusive

How did O=C(NC1CC1)C1CCN(c2ncnc3c2sc2cccc(F)c23)CC1 do in these assays?
pAkt inh: inactive; aSyn rescue: 8%; Abeta rescue: 3%; D3 antag: -7; TDP43 rescue: 9%; FUS suppressor: -20%; GLP-1R agonist: 14%; PTHR1 agonist: -39%[inhibitor]; GLP1R inv ag: 70%[activator]

What do the screens show for `O=C(NCC(c1cccnc1)N1CCc2ccccc2C1)C(=O)Nc1ccccc1F` (stereo unspecified)?
Abeta rescue: -2%; TDP43 rescue: 7%; FUS suppressor: -15%; PTHR1 agonist: -21%; GLP1R inv ag: -15%

How did CCOC(=O)c1cnn(-c2cccc(F)c2)c1C1CCNCC1 do in these assays?
Abeta rescue: -4%; TDP43 rescue: 4%; FUS suppressor: -26%; GLP-1R agonist: 0%; PTHR1 agonist: -21%; GLP1R inv ag: 2%

What do the screens show for `Cc1ccc(C(C(=O)NC2CCCCC2)N(C)Cc2ccccc2)cc1` (stereo unspecified)?
Abeta rescue: -12%; TDP43 rescue: -24%; FUS suppressor: -27%; PTHR1 agonist: inactive; GLP1R inv ag: 2%

What do the screens show for `CCOC(=O)N1CCN(Cc2nc3ccc([N+](=O)[O-])cc3c(=O)n2-c2ccccc2F)CC1`?
pAkt inh: inactive; aSyn rescue: 12%; Abeta rescue: 13%; D3 antag: 25; TDP43 rescue: 0%; FUS suppressor: 8%; GLP-1R agonist: 5%; PTHR1 agonist: -3%; GLP1R inv ag: inconclusive

What do the screens show for `COc1ccc(C(=O)N(CN2CCCC2=O)c2nccs2)cc1OC`?
Abeta rescue: 8%; D3 antag: 5; TDP43 rescue: 3%; FUS suppressor: -10%; GLP-1R agonist: 23%; PTHR1 agonist: inactive; GLP1R inv ag: 45%

How did COC(=O)[C@@]12C[C@@H](CC(=O)NCCCN3CCCC3=O)C(=O)N(Cc3ccccc3)C1=CCC(C)(C)C2 do in these assays?
pAkt inh: inactive; aSyn rescue: 3%; Abeta rescue: 12%; D3 antag: 1; TDP43 rescue: inconclusive; FUS suppressor: 21%; PTHR1 agonist: -23%; GLP1R inv ag: 7%

Arranged by number of heavy atoms (ascending): part of the list above.
How did CCN(Cc1ccccc1)Cc1ccc(OCc2ccccc2)cc1 do in these assays?
pAkt inh: inactive; aSyn rescue: 0%; Abeta rescue: -1%; D3 antag: -84*; TDP43 rescue: -5%; FUS suppressor: -6%; GLP-1R agonist: -2%; PTHR1 agonist: -11%; GLP1R inv ag: inconclusive

What do the screens show for `O=C(NCC(c1cccnc1)N1CCc2ccccc2C1)C(=O)Nc1ccccc1F` (stereo unspecified)?
Abeta rescue: -2%; TDP43 rescue: 7%; FUS suppressor: -15%; PTHR1 agonist: -21%; GLP1R inv ag: -15%

What do the screens show for `CC1(C)CC(=O)C2=C(C1)OC(N)=C(C#N)C2c1cn(-c2ccccc2)nc1-c1ccccc1` (stereo unspecified)?
pAkt inh: inactive; aSyn rescue: 4%; Abeta rescue: 7%; D3 antag: -7; TDP43 rescue: 5%; FUS suppressor: 37%; GLP-1R agonist: 2%; PTHR1 agonist: -4%; GLP1R inv ag: inconclusive

(listing goes on)
Results for O=S1(=O)CC(N2CCCCC2)CN1Cc1cn(Cc2cccc(Cl)c2)nn1 (stereo unspecified) ?
pAkt inh: inactive; aSyn rescue: -7%; Abeta rescue: -12%; D3 antag: 5; TDP43 rescue: 24%; FUS suppressor: -7%; GLP-1R agonist: -1%; PTHR1 agonist: inactive; GLP1R inv ag: 21%

How did O=C(CN1CCOCC1)Nc1nc2cc([N+](=O)[O-])ccc2s1 do in these assays?
pAkt inh: inactive; aSyn rescue: -1%; Abeta rescue: 4%; D3 antag: -21; TDP43 rescue: -23%; FUS suppressor: 0%; GLP-1R agonist: -3%; PTHR1 agonist: inactive; GLP1R inv ag: 19%

How did O=C(NN=Cc1cccc2ccccc12)C(=O)NN=Cc1cccc2ccccc12 do in these assays?
pAkt inh: inactive; aSyn rescue: -7%; Abeta rescue: -11%; D3 antag: -1; TDP43 rescue: -22%; FUS suppressor: 10%; GLP-1R agonist: 8%; PTHR1 agonist: -21%; GLP1R inv ag: 1%

Results for O=C(NCCCn1ccnc1)/C(=C\c1ccccc1F)NC(=O)c1ccccc1 ?
pAkt inh: inactive; aSyn rescue: -13%; Abeta rescue: 1%; D3 antag: -11; TDP43 rescue: -8%; FUS suppressor: 9%; GLP-1R agonist: 6%; PTHR1 agonist: -6%; GLP1R inv ag: 2%

How did COc1ccc(NC(=O)CN2C(=O)NC(C)(C3CCCCC3)C2=O)c(OC)c1 (stereo unspecified) do in these assays?
pAkt inh: inactive; aSyn rescue: -12%; Abeta rescue: -13%; D3 antag: -24; TDP43 rescue: -1%; GLP-1R agonist: 0%; PTHR1 agonist: inactive; GLP1R inv ag: -9%

Results for O=C(O)CSc1nc(C(F)(F)F)cc(=O)n1-c1ccccc1 ?
pAkt inh: inactive; aSyn rescue: 0%; Abeta rescue: 8%; D3 antag: 27; TDP43 rescue: 7%; FUS suppressor: 11%; GLP-1R agonist: -7%; PTHR1 agonist: -16%; GLP1R inv ag: 42%[activator]

How did O=C(Nc1c(-c2ccc3c(c2)OCO3)[nH][nH]c1=O)c1cccc(C(F)(F)F)c1 do in these assays?
pAkt inh: inactive; aSyn rescue: 5%; Abeta rescue: -7%; D3 antag: -18; TDP43 rescue: -6%; FUS suppressor: -2%; GLP-1R agonist: 2%; PTHR1 agonist: -5%; GLP1R inv ag: 14%

What do the screens show for `CCOC(=O)C1=C[C@@H](C(C)(C)C)N(S(=O)(=O)c2ccc(C)cc2)[C@H]1c1ccccc1`?
pAkt inh: inactive; aSyn rescue: -21%; Abeta rescue: 12%; D3 antag: 50; TDP43 rescue: 0%; FUS suppressor: 19%; GLP-1R agonist: -10%; PTHR1 agonist: -9%; GLP1R inv ag: inconclusive

How did CCN(c1ccccc1)S(=O)(=O)c1ccc(N2CCN(c3ccc(O)cc3)CC2)nc1 do in these assays?
pAkt inh: inactive; aSyn rescue: 0%; Abeta rescue: -66%[inhibitor]; D3 antag: -23; TDP43 rescue: 15%; FUS suppressor: inconclusive; GLP-1R agonist: 4%; PTHR1 agonist: -43%[inhibitor]; GLP1R inv ag: 4.5µM*

What do the screens show for `CC1(C)NC(C)(C)C(O)(C(N)=O)C1=O` (stereo unspecified)?
pAkt inh: inactive; aSyn rescue: 1%; Abeta rescue: 0%; D3 antag: -9; TDP43 rescue: 18%; FUS suppressor: -4%; GLP-1R agonist: -13%; PTHR1 agonist: -13%[57.5 µM]; GLP1R inv ag: -2%

Results for O=C(COC(=O)CCc1ccc(S(=O)(=O)N2CCCCC2)cc1)Nc1ccc2c(c1)OCO2 ?
pAkt inh: inactive; aSyn rescue: 23%; Abeta rescue: 15%; D3 antag: -12; TDP43 rescue: 17%; FUS suppressor: inconclusive; GLP-1R agonist: -9%; PTHR1 agonist: -3%[57.5 µM]; GLP1R inv ag: 5%

Results for CCOC(=O)N1CCC(NC(=O)c2ccc(CS(=O)(=O)c3ccc(OC)cc3)o2)CC1 ?
pAkt inh: inactive; aSyn rescue: -1%; Abeta rescue: 17%; D3 antag: 1; TDP43 rescue: 2%; FUS suppressor: 5%; GLP-1R agonist: -3%; PTHR1 agonist: -7%; GLP1R inv ag: 4%
